High-throughput results (PubChem)
A3A deaminase: human APOBEC3A DNA deaminase inhibition; 330,000 compounds, 0.41% hits; AID 493011; recombinant A3A, FAM/TAMRA ssDNA deamination fluorescence; P31941; inhibition, % at 20 µM;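 active means at least 40% inhibition at 20 µM here, with at most 30% in a related deaminase screen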;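 further: plate controls were A3A with DMSO for no effect and wells lacking A3A enzyme for full effect; some results filed as inactive read as strong as hits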
SENP1 inh: blocks the human SENP1 SUMO protease catalytic domain; recombinant SENP1 catalytic domain, CyPet-SUMO1-YPet FRET cleavage; inhibition, % at 10 µM; Q9P0U3; 360,000 compounds, 0.21% hits;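 active means inhibition at least 30% at 10 µM, raw YFP signal under a set limit, fluorescence ratio 0.5 to 1.5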;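 further: 0% = enzyme with DMSO and 100% = no enzyme wells; some results filed as inactive read as strong as hits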
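Controls: no-enzyme wells low, DMSO-plus-enzyme wells high control. Test system: human recombinant His6-tagged SENP1 catalytic domain enzyme. Reagent: SFCypet-SUMO1-SFYpet FRET protein substrate, 25 nM final. Doses: one dose per compound, 10 µM, 0.5% DMSO. Detection: FRET, CFP and YFP emission. Timing: 50 min reaction at room temperature.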
beta cell repl: induces beta-cell replication in MIN6 cells. MIN6 cells proliferation, ATPlite luminescence, 48 h; cells starved in 0.2% serum; 100% = growth in 10% serum. proliferation, % at 10 µM. 330,000 compounds, 0.29% hits. AID 2380;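 active means compounds whose signal lies at least 3.5 SD above the mean of all wells on their plate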;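 further: 0% = DMSO-treated cells in low-serum medium and 100% = 10% serum control; some compounds called inactive have numbers as strong as hits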
NLRP3 yeast inh: inhibitors of NALP3 inflammasome in yeast; Yeast reconstituted NLRP3/ASC/caspase-1, beta-gal luminescence, 24 h; 330,000 compounds, 0.39% hits; inhibition, % at 10 µM;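 active means inhibition of 50% or more; inactive means inhibition below 50%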;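 further: plate controls were induced DMSO wells for no effect and uninduced yeast grown without galactose for full effect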
hIAP activ: human IAP activation | purified human IAP, CDP-Star luminescence, 30 min; active compounds read high; 1 = vehicle-only enzyme, 0 = enzyme-free background | activation factor at 10 µM | 330,000 compounds, 0.16% hits;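 active means activation factor of the enzyme at least 2-fold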; further: the source names both 10 and 20 µM as test concentration; values of inactives mirror those of a sister screen read the other way
Target sequence (P09923 whole entry, looked up): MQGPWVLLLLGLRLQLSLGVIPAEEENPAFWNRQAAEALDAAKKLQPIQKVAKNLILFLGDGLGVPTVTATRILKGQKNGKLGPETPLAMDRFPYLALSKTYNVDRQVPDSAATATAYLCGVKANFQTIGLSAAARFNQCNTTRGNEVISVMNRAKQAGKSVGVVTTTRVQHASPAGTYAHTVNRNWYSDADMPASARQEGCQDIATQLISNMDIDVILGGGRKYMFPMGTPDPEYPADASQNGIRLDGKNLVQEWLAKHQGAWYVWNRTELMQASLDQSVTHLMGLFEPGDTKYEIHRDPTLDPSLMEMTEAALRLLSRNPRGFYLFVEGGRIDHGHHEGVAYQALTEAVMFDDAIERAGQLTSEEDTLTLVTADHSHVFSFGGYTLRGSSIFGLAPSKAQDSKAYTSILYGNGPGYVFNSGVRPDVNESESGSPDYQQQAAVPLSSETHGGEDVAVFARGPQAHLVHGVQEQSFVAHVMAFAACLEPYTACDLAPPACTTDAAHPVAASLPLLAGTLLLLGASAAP
mIAP act: increases mouse intestinal alkaline phosphatase activity; muIAP, CDP-Star luminescence, 30 min; active compounds read high; 1 = vehicle-only enzyme signal, 0 = enzyme-free wells; activation factor at 10 µM; 330,000 compounds, 0.24% hits;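 active means activation factor of at least 2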; further: the source names both 10 and 20 µM as test concentration; values of inactives mirror those of a sister screen read the other way
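Assay system: mouse IAP enzyme; reagent: chemiluminescent substrate CDP-Star; dosing: test compounds delivered from DMSO solution; schedule: 30 min at room temperature; measured by: luminescence from enzymatic CDP-Star hydrolysis; controls: DMSO-only wells and no-enzyme negative control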
mIAP block: mouse IAP inhibition. purified mouse IAP, CDP-Star luminescence, 30 min. inhibition, % at 10 µM. 330,000 compounds, 0.2% hits;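 active means inhibition of at least 40% at 10 µM in the primary screen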;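 further: plate controls were DMSO with enzyme for no effect and no enzyme wells for full effect; values of inactives mirror those of a sister screen read the other way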
APOBEC3G inh: APOBEC3G (human) deaminase inhibition; Q9HC16; recombinant A3G, ssDNA deamination FAM/TAMRA fluorescence; inhibition, % at 20 µM; 330,000 compounds, 0.28% hits;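 active means inhibition of at least 40% at 20 µM, with no more than 30% in the related APOBEC3A deaminase screen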;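 further: plate controls were DMSO wells with A3G for no effect and wells lacking A3G enzyme for full effect; some compounds called inactive have numbers as strong as hits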
Target sequence (Q9HC16 whole entry, looked up): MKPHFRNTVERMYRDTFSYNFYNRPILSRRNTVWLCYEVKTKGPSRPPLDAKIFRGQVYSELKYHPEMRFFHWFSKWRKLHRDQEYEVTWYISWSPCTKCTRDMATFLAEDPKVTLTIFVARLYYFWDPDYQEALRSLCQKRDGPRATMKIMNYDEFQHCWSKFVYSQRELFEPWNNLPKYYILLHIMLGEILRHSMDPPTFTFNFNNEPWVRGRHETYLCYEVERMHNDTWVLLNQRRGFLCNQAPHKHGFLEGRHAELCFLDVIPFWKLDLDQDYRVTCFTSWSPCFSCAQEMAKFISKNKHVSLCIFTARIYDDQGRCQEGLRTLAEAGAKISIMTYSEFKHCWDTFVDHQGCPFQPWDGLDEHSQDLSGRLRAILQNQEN
hIAP inh: blocks human intestinal alkaline phosphatase; P09923; purified IAP, CDP-Star luminescence, 30 min; inhibition, % at 10 µM; 330,000 compounds, 0.12% hits; AID 2544;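 active means inhibition reaching a set limit with compound at 10 µM in the primary screen, cut at about 35% in these data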;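 further: plate controls were DMSO wells with enzyme for no effect and no-enzyme buffer wells for full effect; values of inactives mirror those of a sister screen read the other way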
* = called active by the depositor.

SMILES	A3A deaminase	SENP1 inh	beta cell repl	NLRP3 yeast inh	hIAP activ	mIAP act	mIAP block	APOBEC3G inh	hIAP inh
O=C(c1ccc(Br)o1)N1CCN(c2ccc3nnc(-c4ccc(F)cc4)n3n2)CC1	-1	1	5	20	1	0.93	7	-11	0
CC(=O)Oc1ccc2c3c(c(=O)oc2c1)CCCC3	-4	-166	-3	25	0.98	1.1	-7	-6	2
COc1ccc(NC(=O)c2cc(S(=O)(=O)N3CCOCC3)ccc2C)cc1S(=O)(=O)N1CCOCC1	7	1	0	15	0.81	1	-4	5	19
CSCCC(NS(=O)(=O)c1ccc2ccccc2c1)C(=O)O (configuration not stated)	-3	-1	0	-10	1	1.1	-14	-5	-4
CC(=O)NS(=O)(=O)c1ccc(NC(=O)/C=C/c2ccco2)cc1	24	2	-3	-2	1.1	0.96	4	8	-5
C=CCNC(=O)N1CCC(CO)(Cc2ccc(Cl)cc2)CC1	-3	1	2	12	1.2	0.99	1	-6	-16
O=C(Cc1ccc(Br)cc1)Nc1cccc(Cl)c1	2	0	-2	33	0.99	1.3	-25	-3	1
CCC(C)(C)n1nnnc1C(C(C)C)N(CCN1CCOCC1)Cc1cc2cccc(C)c2[nH]c1=O (configuration not stated)	0	-4	0	13	0.91	1	-1	-5	9
Cc1nc(-c2noc(-c3ccccc3Cl)n2)c(C(F)(F)F)o1	-1	2	-1	27	0.91	0.97	3	-3	9
COc1cc(C(=O)Nc2sc3c(c2C(=O)NCc2ccco2)CCCC3)cc(OC)c1OC	1	-17	2	19	0.96	0.85	15	1	4
COc1cc(C(=O)Nn2c(CC(C)C)nc3ccccc3c2=O)cc(OC)c1OC	-1	-2	-3	20	0.85	0.97	3	-8	15
CC1CCCCN1C(=O)CN1C(=O)CN(C)C(=O)c2ccccc21 (configuration not stated)	-3	3	2	-7	0.9	0.98	2	-5	10
COc1ccc(NC(=O)c2cc(C)cc(C)c2)cc1S(=O)(=O)N1CCCCC1	1	2	-3	24	1	1.1	-9	3	-2
CC1=C(C(=O)Nc2ccc(Br)cc2)C(c2ccco2)NC(=O)N1 (configuration not stated)	0	-10	-2	6	1.1	1.1	-8	5	-13
COc1ccc2c(CC(=O)NCCN3C(=O)S/C(=C\c4cccnc4)C3=O)coc2c1	-7	-13	-3	6	0.96	1	-4	-6	4
CCC(=O)c1cn(/C(=C\C(=O)OC(C)(C)C)CCC(OC)OC)cc1CC	3	0	-1	9	0.97	1	-4	3	3
Cc1cc(C)c(OCCOCCN2CCNCC2)c(C)c1	0	2	0	-2	1	0.95	5	-2	-2
CCn1c(SCC(=O)NC2CCCC2)nnc1C(C)C	-1	-2	-2	20	1	1.1	-11	-5	-2
CCc1ccc(NC(=O)c2nc(S(=O)(=O)Cc3ccccc3)ncc2Cl)cc1	-2	-1	-8	60*	1.7	0.96	4	3	-74
O=C1OC(=O)C2C1[C@@H]1CC[C@H]2O1 (some centres not stated)	-4	2	-2	4	0.92	0.9	10	-2	8
Cc1cc(CNC(=O)C2CCC(=O)N(CCc3ccc(Cl)cc3)C2)no1 (configuration not stated)	3	2	5	16	1	1.1	-5	-2	-2
COc1cc(NC(=O)COC(=O)CCc2nc3ccccc3c(=O)[nH]2)cc(OC)c1	-1	-9	-2	2	1.2	1	-3	-5	-24
COc1ccc(C/C(=N\OC(C)=O)c2ccc(OC)cc2)cc1	-3	0	1	5	0.93	1.1	-5	-2	7
Cc1ccc2c(CN(C)Cc3ccc(Cl)cc3Cl)cc(=O)oc2c1	-2	-3	-4	3	0.95	0.97	3	0	5
CC(=O)Nc1cn(-c2ccccc2)nc1-c1ccccc1	-5	0	3	23	1.2	1.1	-13	-8	-22
COc1cccc(CNC(=O)N2CCN(S(=O)(=O)c3ccc(Cl)cc3)CC2)c1	-4	1	0	17	1.2	1.1	-7	-13	-16
COc1nc(NCCN2CCOCC2)nc(Nc2ccc([N+](=O)[O-])cc2)n1	-2	1	1	1	0.91	0.99	1	-5	9
O=C1/C(=C/c2ccc(F)cc2)Oc2cc(OC(=O)N3CCOCC3)ccc21	-7	-6	-2	22	1.3	1	-2	-11	-27
CCN(CC(=O)Nc1ccc(NC(C)=O)cc1)C(=O)c1cccc2ccccc12	-3	2	-3	8	1	1	-2	0	-4
O=C(CCc1nnc2ccc(NCc3ccccc3)nn12)NC1CCCCC1	-4	-3	-3	11	1.2	1	0	-5	-17
Cc1nc(SCC(=O)N2CCc3ccccc32)n[nH]1	0	5	-2	4	1	1	-2	-1	-3
CC(=O)N1c2ccc(S(=O)(=O)NCC3CCC(C(=O)N4CC(C)CC(C)C4)CC3)cc2CC1C (configuration not stated)	-3	2	1	11	0.88	1	-4	-1	12
Cc1ccc(NC(=O)C(C)N=C2NS(=O)(=O)c3ccccc32)cc1 (configuration not stated)	-1	2	0	11	0.96	1	-4	-6	4
Cc1cc2nnc(SCC(=O)NC3CCCCC3)n2c(N)n1	-4	2	2	11	0.9	0.99	1	-9	10
CSC1=N/C(=C\c2ccccc2F)C(=O)S1	-3	-1	-1	7	0.98	0.98	2	-6	2
CCCCC(=O)N1CCN(c2nc3ccc(OCC)cc3s2)CC1	-5	1	-1	26	1.2	0.97	3	-5	-17

Not a retest: an excerpt of the list.
SMILES	A3A deaminase	SENP1 inh	beta cell repl	NLRP3 yeast inh	hIAP activ	mIAP act	mIAP block	APOBEC3G inh	hIAP inh
CC(=O)N1c2ccc(S(=O)(=O)NCC3CCC(C(=O)N4CC(C)CC(C)C4)CC3)cc2CC1C (configuration not stated)	-3	2	1	11	0.88	1	-4	-1	12
Cc1ccc(NC(=O)C(C)N=C2NS(=O)(=O)c3ccccc32)cc1 (configuration not stated)	-1	2	0	11	0.96	1	-4	-6	4
Cc1cc2nnc(SCC(=O)NC3CCCCC3)n2c(N)n1	-4	2	2	11	0.9	0.99	1	-9	10

(further entries)
SMILES	A3A deaminase	SENP1 inh	beta cell repl	NLRP3 yeast inh	hIAP activ	mIAP act	mIAP block	APOBEC3G inh	hIAP inh
O=C(NC(Nc1nc2ccc([N+](=O)[O-])cc2s1)(C(F)(F)F)C(F)(F)F)c1ccccc1Cl	-1	-24	-6	74*	0.96	0.83	17	-2	4
CCN1CCN(CCNC(=O)c2ccc(CS(=O)(=O)c3ccccc3C)o2)CC1	-2	2	-3	9	0.85	1.1	-6	4	15
Cc1cc(C)nc(N/N=C/c2ccccc2OCc2ccccc2)n1	0	-8	0	31	0.91	1	-3	1	9
COc1ccc(C(=O)Nc2ccnn2C2CCN(C3CCC3)CC2)cc1	2	-1	4	9	0.97	1.1	-12	10	3
Cn1cc(CNCc2cnc3ccccn23)c(-c2ccc(Oc3ccccc3)cc2)n1	-2	3	-4	8	2.7*	0.99	1	-4	-169
O=S(=O)(c1cccc(C(F)(F)F)c1)N1CCN(CC(O)COCc2ccccc2)CC1 (configuration not stated)	1	-3	-4	23	0.95	1	-2	7	5
O=C(Cc1ccccc1F)Nc1ccc2c(c1)CCC2	1	-2	-2	27	1.1	1.1	-8	0	-13
CC(C)(C)NS(=O)(=O)c1ccc(OCC(=O)NCCC2=CCCCC2)cc1	2	3	-2	11	1.2	1.1	-8	0	-20
O=C(O)CCc1ccc(-c2cccs2)n1CCc1ccccc1	0	-76	-3	-19	1	0.92	8	-3	-3
O=C(NCc1ccc(F)cc1)C1CCN(S(=O)(=O)N2CCC3(CC2)OCCO3)CC1	-1	3	1	18	1.1	1	-4	-3	-10
CN(C(=O)COC(=O)c1ccc(Cl)nc1)C1CCS(=O)(=O)C1 (configuration not stated)	6	0	1	19	1.1	1	-5	-12	-6
O=C(O)c1ccc(C2Nc3ccccc3C(=O)N2Cc2ccccc2)cc1 (configuration not stated)	-2	-2	-3	3	0.99	1	0	3	1
O=C(Nc1ccc2nc3n(c(=O)c2c1)CCCCC3)c1ccccc1[N+](=O)[O-]	-2	1	0	9	1	0.99	1	-4	-2
Cc1nc2sc(C)c(C)c2c(=O)[nH]1	1	-3	1	23	1	1	-4	1	-2
COc1nccnc1NS(=O)(=O)c1ccc(NC(=S)NC(=O)c2ccc(F)c(F)c2)cc1	-2	1	0	9	0.96	0.96	4	0	4
COc1ccc(/C(C)=N\NS(=O)(=O)c2ccccc2)cc1OC	-1	2	-4	4	0.97	0.95	4	-5	3
Cc1cc2c(cc1S(=O)(=O)N(C)c1ccccc1)n(C)c(=O)n2C	-5	2	1	9	1	0.97	3	-10	-1
O=C(CCCC(=O)N/N=C\c1ccccn1)N/N=C\c1ccccn1	-4	1	3	0	2*	1	-4	-8	-102
Cc1cc(C)n(CCNC(=O)C2CCC(=O)N(CC3CCCCC3)C2)n1 (configuration not stated)	0	2	5	-13	0.92	1	0	-1	8
COc1ccc(Cl)cc1C(=O)NC(=S)Nc1nc(C)cc(C)n1	-1	5	0	25	0.98	1	-4	-4	2
CCCS(=O)(=O)c1c(S(=O)(=O)CCC)c2cnccn2c1C(=O)c1ccc(F)cc1	-2	1	-1	-1	0.86	0.96	4	-4	14
O=C1c2ccccc2C(=O)c2c([N+](=O)[O-])ccc(O)c21	15	5	-4	10	0.74	0.86	14	6	26
Cc1cc(C(F)(F)F)cc(NNC(=O)NC(=O)c2ccccc2Cl)n1	1	1	-2	16	1.3	0.97	2	0	-30
Cc1ccc(CN(C)C(=O)c2ccc(NS(=O)(=O)c3ccc4[nH]c(=O)[nH]c4c3)cc2)cc1	-1	2	1	12	1.1	1	-2	-9	-8
Cc1nc(N)nc(OCC(F)(F)C(F)F)c1Br	-1	2	-2	12	1.4	0.97	3	-4	-36
CNC(=S)NNC(=O)Cc1ccccc1	-2	6	-1	1	1	0.87	13	-2	-4
CN1CCNC(=O)C1CC(=O)N1CC=C(c2ccc(F)cc2)CC1 (configuration not stated)	-1	-2	0	7	0.92	1.1	-7	-3	8
CCOc1ccc(C(=O)c2ccccc2C(=O)O)cc1OCC	1	2	2	12	0.98	0.96	4	-3	2
O=C(CSc1c[nH]c2ccccc12)NCc1ccc2c(c1)OCO2	-4	2	-2	-8	0.86	0.93	7	-5	14
COc1cc2c(c(OC)c1OC)-c1ccc(OC)c(=O)cc1[C@@H](N(C)CC#CCO)CC2	-3	0	-5	10	1.2	0.95	5	-6	-16
C=CCOn1c(=O)c(-c2ccc(F)cc2)[n+]([O-])c2ccccc21	0	-2	11*	6	0.84	0.96	4	-4	16
Cc1cc(C)cc(NC(=O)N2CCCN(c3ncccc3[N+](=O)[O-])CC2)c1	2	-2	-4	3	0.97	0.87	13	2	3
CCN(CC)CCNC(=O)CCN1N=C(c2ccccc2)CCC1=O	-1	0	0	10	1	0.96	4	-5	-4
O=C(Nc1ccccc1)c1ccccc1Oc1ccc(C(F)(F)F)cc1[N+](=O)[O-]	-10	4	-2	21	1.1	1	-2	-8	-11
CC(Oc1ccc2ccccc2c1)C(=O)N/N=C/c1cccnc1 (configuration not stated)	7	-3	-2	29	1.1	1.1	-6	-4	-6
CC(C)C(=O)Nc1nnc(COc2ccc(Cl)cc2)s1	-2	46*	1	29	0.94	1.1	-6	-4	6

An excerpt; count on the stated rates, not on these rows.
